hcGAS lum – Primary biochemical luminescence assay for human cyclic GMP-AMP synthase inhibitors; inhibition, % at 12.5 µM; Q8N884; AID 1259398, 2018; recombinant h-cGAS, ATP depletion, Kinase-Glo luminescence; 0.081% of 290,000 active;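 further: 0% = vehicle reaction and 100% = reaction without DNA for no activity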
Target sequence (Q8N884 whole entry, looked up): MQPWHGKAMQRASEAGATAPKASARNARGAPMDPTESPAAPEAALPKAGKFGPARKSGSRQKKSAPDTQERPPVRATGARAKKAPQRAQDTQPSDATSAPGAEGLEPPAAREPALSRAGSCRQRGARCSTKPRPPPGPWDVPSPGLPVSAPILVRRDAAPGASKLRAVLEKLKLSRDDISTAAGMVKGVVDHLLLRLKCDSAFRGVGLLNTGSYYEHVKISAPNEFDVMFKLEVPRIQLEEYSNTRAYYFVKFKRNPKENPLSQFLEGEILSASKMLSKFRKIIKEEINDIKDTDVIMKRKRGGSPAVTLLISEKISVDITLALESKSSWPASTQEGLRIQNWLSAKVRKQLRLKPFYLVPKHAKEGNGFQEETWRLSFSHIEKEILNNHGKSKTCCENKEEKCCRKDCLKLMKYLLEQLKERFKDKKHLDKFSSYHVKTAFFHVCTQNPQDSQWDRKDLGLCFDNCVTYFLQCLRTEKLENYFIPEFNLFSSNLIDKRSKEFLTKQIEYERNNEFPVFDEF
mcGAS inh – cyclic GMP-AMP synthase inhibitors, mouse, primary biochemical chemiluminescence; Q8C6L5; inhibition, % at 12.5 µM; recombinant cGAS, Kinase-Glo ATP depletion luminescence; AID 1259399, 2018; 0.15% of 160,000 active;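 further: 0% = negative control wells and 100% = reference inhibitor with no enzyme activity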
NPYLR7 agonist – agonists of mosquito NPYLR7 receptor, primary screen, cell-based, Aedes aegypti, calcium fluorescence, mosquito biting behavior. Aedes aegypti neuropeptide Y-like receptor 7 (NPYLR7). HEK293T NPYLR7/Galpha15, GCaMP6s calcium fluorescence. activation, % at 10 µM. 0.15% of 270,000 active; in the data active means activation above about 40%;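 further: 0% = vehicle and 100% = reference agonist at the receptor; some compounds past the cut are filed as inactive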
* marks the source's active call; other numbers are inactive results; nt = not tested or not shown; & = joins results of further samples. Unless noted, no stated cut-off is given here; in the data, active means inhibition above about 40%; inactive means the rest.

SMILES	hcGAS lum	mcGAS inh	NPYLR7 agonist
CCc1nc2ccc(C(=O)NC3CCN(C)CC3)cn2c1N(C)C(=O)Cc1ccccc1	-2	-4	8
Cc1ccc(-c2cnn3c(NCCc4ccccc4)cc(C)nc23)cc1	-11	-7	4
c1ccc2c(c1)CCCN2CCCNC1CCOC2(CCOCC2)C1 (stereo not given)	-13	-5	nt
CN(CCOc1ccc(Cl)cc1)C(=O)Nc1ccccc1S(C)=O (stereo not given)	-4	nt	4
COc1cc(OC)cc(C(=O)NCC(=O)N2CCC(c3nc4ccccc4s3)CC2)c1	-1	-9	9
O=C1OC(c2cccc(Cl)c2)=NC1=Cc1ccco1	-9	nt	-1
CCCCCCCC1(C)NC(=O)N(CC(=O)Nc2cc(C)on2)C1=O (stereo not given)	-7	nt	3
CC(C)N(C(=O)Cn1nc(-c2ccccc2)c2sc(N3CCOCC3)nc2c1=O)c1ccccc1	-3	-3	-2
Cc1cc(C)cc(COc2coc(CN3CCN(C(=O)C(F)(F)C(F)(F)C(F)(F)F)CC3)cc2=O)c1	-6	-8	5
Cc1nc(SCc2cccc(C(=O)O)c2)nc(N2CCN(c3ccccc3Cl)CC2)c1C	2	1	-13
O=C(CN1CN(c2ccccc2)C2(CCN(C(=O)c3ccc(Cl)c(Cl)c3)CC2)C1=O)NCc1ccc2c(c1)OCO2	-9	-5	33
O=C(c1cccc(F)c1)N(Cc1nccn1Cc1cccc(C(F)(F)F)c1)C1CC1	-10	-6	12
CCCCn1c(=O)c2c(nc3n2CCN3c2ccccc2)n(C)c1=O	-11	nt	13
COc1ccc(-c2nc3n(n2)C(c2ccccc2F)C(C(=O)Nc2cccnc2)=C(C)N3)cc1OC (stereo not given)	-6	nt	6
CCCC(=O)NC(=S)Nc1ccc2nn(-c3ccccc3)nc2c1	-2	-6	2
c1ccc(-c2cc(Sc3nnc(-c4ccncc4)o3)n3ncnc3n2)cc1	6	nt	4
CC(C)Cc1c(-c2ccccc2)ncn1CCSc1nccn1C	-1	nt	-1
CN(C)C(=O)C1(CNC(=O)Nc2ccc(F)c(C(F)(F)F)c2)CCCC1	-9	nt	3
COCc1cc(C)nc(NN=Cc2cc([N+](=O)[O-])cc([N+](=O)[O-])c2O)c1C#N	6	15	-5
C/C(=C/C(=O)N1CCS(=O)CC1)c1cccc(C(F)(F)F)c1	-3	nt	5
O=C(Nc1ccc(OCC(F)(F)F)cc1)c1cnccn1	2	nt	-2
O=[N+]([O-])c1cccc(/C=C/c2ncc3ccccn23)c1	0	nt	-3
Nc1cc(-c2ccc(Cl)c(Cl)c2)nn1-c1ccc(C(=O)NCCc2ccccc2)cc1	-9	-5	14
COc1cccc(Oc2cc(N3CCN(C(=O)c4ccc(C)cc4)C(C)C3)ncn2)c1 (stereo not given)	3	0	nt
COc1cccc(-c2cc(-c3ccc(C(=O)NCc4cccc5ccccc45)cc3)[nH]n2)c1	-1	2	4
Cn1nc(C(=O)NCc2cn3c(n2)SCC3)c2c1CCCC2	-3	-14	13
CC(C)CN(CC(=O)N(CCc1c[nH]c2ccccc12)Cc1ccc(C(F)(F)F)cc1)C(=O)c1cccc(Br)c1	-9	-6	8
Cc1ccc(-c2nc(N3CCC(O)(c4ccc(Cl)cc4)CC3)c3ccccc3n2)cc1	-3	-5	1
CCCCN(CC(=O)N(CCc1c[nH]c2ccccc12)Cc1ccccc1)S(=O)(=O)c1cccc(C(F)(F)F)c1	-2	-8	nt
Cc1cc(NC(=O)NCCCSc2nncn2C)no1	-10	nt	12
C=CCN(CC(=O)N(Cc1cccn1C)CC(C)C)C(=O)c1cccc(OC)c1	-5	-6	8
CCOc1nc(-c2ccccc2F)n(-c2ccc(NC(=O)/C=C/c3ccccc3)cc2)n1	4	1	4
Cc1cc(C)c2nc(N(CCn3cccn3)C(=O)c3cc(C)on3)sc2c1	3	-7	-15
CCc1cccc(C)c1NC(=O)Cn1nc(-c2ccco2)c2sc(N3CCCCC3)nc2c1=O	-5	-11	0
CCOc1ccc(CN(C)Cn2nc(-c3ccco3)n(C)c2=S)cc1	-5	-9	1
O=C(c1ccc2ccccc2c1)N1CCN(c2ccc(-n3cccn3)nn2)CC1	0	-3	-1
O=C(O)CCn1c(/C=C/c2cccc(NC(=O)C(F)(F)F)c2)nc2ccccc2c1=O	-3	nt	-9
CCc1nc2ccc(C(=O)NCCOc3ccc(OC)cc3)cn2c1N(C)C(=O)C1CCCCC1	-1	-3	-9
CCC(CCO)CNc1nn2c(=O)ccnc2s1 (stereo not given)	-7	nt	1
Cc1nc(COc2ccc(C=CC(=O)Nc3nccs3)cc2)cs1	2	-4	4
c1nc2c([nH]1)CCNC2c1ccc(-c2ccc3c(c2)OCCO3)cc1 (stereo not given)	-1	nt	-1
Cc1ccc(-c2cc(O)c3c(c2)CN(C(=O)Nc2ccccc2)CCO3)s1	-8	-12	nt
COc1ccc(N2CCN(C(=O)C3CCCCC3C(=O)Nc3cccc(Oc4ccccc4)c3)CC2)cc1 (stereo not given)	-8	nt	-7
N#CC1C(=N)C(C#N)(C#N)C(c2cccnc2)C2CSCC=C12 (stereo not given)	-8	nt	11
Cn1cncc1-c1cc2cnc(Nc3cccc(Oc4ccccc4)c3)cc2[nH]1	-3	-8	6
CN(C)C(=O)CSc1nc2scc(-c3ccccc3)c2c(=O)[nH]1	-11	-6	8
Cc1cc(C)c2ccc(O)cc2n1	-1	nt	4
O=C(NCC1CCCN(C(=O)CCn2cncn2)C1)c1ccc(-c2ccccc2)cc1 (stereo not given)	-9&-5	nt	10&5
COc1cc(C)ccc1OCc1nc(C(=O)N(C)CC2Cc3ccccc3O2)co1 (stereo not given)	-12	nt	3
C=CCOCC(O)CN(Cc1ccco1)Cc1c(C)nn(-c2ccccc2)c1Oc1ccc(C)cc1 (stereo not given)	-2	0	-3
COc1ccc(-c2nnc(SCC(=O)N3CCCCC3)o2)cc1OC	-5	0	7
C=CCOc1cccnc1N	-16	nt	3
O=C(Nc1ccc(-c2nc3ccccc3c(=O)o2)cc1)c1ccc(Cl)cc1	-2	0	-1
CN1CC(c2nc3ccccc3n2Cc2ccc(Br)cc2)CC1=O (stereo not given)	-7	-9	2
Cc1c(C(=O)NCc2cccc([N+](=O)[O-])c2)sc(=O)n1Cc1ccccc1	-2	nt	18
COc1ccc(CN2CCC2(C)C(=O)Nc2ccccc2Cc2ccccc2)c2ccccc12 (stereo not given)	-7	nt	5
CC(C(=O)NN1CCOCC1)N(C)Cc1ccccc1 (stereo not given)	7	-1	-1
CCOC(=O)C1=C(O)/C(=C/c2ccccc2OCC#N)SC1=NC(=O)c1ccccc1Cl	-1	nt	-2
CCn1c(N)c(C(=O)NCC2CCCO2)sc1=S (stereo not given)	-4	nt	17
Cc1ccc(CSc2nnc3n2CCN3c2ccccc2)cc1	-4	-8	-7

Pulled by structure from above:
SMILES	hcGAS lum	mcGAS inh	NPYLR7 agonist
O=C(Nc1ccc(-c2nc3ccccc3c(=O)o2)cc1)c1ccc(Cl)cc1	-2	0	-1
CC(C(=O)NN1CCOCC1)N(C)Cc1ccccc1 (stereo not given)	7	-1	-1
Cc1cc(C)c2ccc(O)cc2n1	-1	nt	4

In the list so far, 2 contain bromine.
SMILES	hcGAS lum	mcGAS inh	NPYLR7 agonist
CC(C)CN(CC(=O)N(CCc1c[nH]c2ccccc12)Cc1ccc(C(F)(F)F)cc1)C(=O)c1cccc(Br)c1	-9	-6	8
CN1CC(c2nc3ccccc3n2Cc2ccc(Br)cc2)CC1=O (stereo not given)	-7	-9	2

Next results.
SMILES	hcGAS lum	mcGAS inh	NPYLR7 agonist
COc1ccc(C(=O)C2=C3SC=C(c4ccc(Br)cc4)N3CC2)cc1OC	-5	nt	-6
COc1cc(S(=O)(=O)N2CCN(c3ccc(C)c(Cl)c3)CC2)c(OC)cc1Br	1	nt	-4
COCCn1c(C)cc(C(=O)CSc2ccc3ccccc3n2)c1C	-2	-4	-3
COCCCN(Cc1c(-c2ccccc2)noc1N(C)C(C)C)C(=O)C1CCCC1	0	-4	11
CN1CCCC2(CCN(C(=O)c3ccc(-c4nnn(C)n4)cc3)C2)C1=O (stereo not given)	-5	nt	7
CCNc1ncc2nc(C(=O)O)c(=O)[nH]c2n1	0	nt	18
CC(=O)NCCc1n[nH]c(Cc2ccccc2)n1	-4	-17	-4
COc1cc(NC(=O)NCCS(=O)(=O)c2c(C)n(C)c3ccccc23)cc(OC)c1OC	4	nt	-4
CC1CN(C(=O)CNc2cccc(F)c2)CC(c2ccccc2)O1 (stereo not given)	1	nt	-5
Cc1c(C(=O)NC(C#N)CC(C)C)cnn1-c1ccc(F)cc1 (stereo not given)	-4	nt	9
CCC(C)c1ccccc1N1CC(C(=O)NNC(=O)c2ccco2)CC1=O (stereo not given)	-5	nt	7
COC(=O)c1ccc(S(=O)(=O)NCC(=O)OC(C)C)c(Cl)c1	-11	nt	1
CC(=O)c1cc2c(cc1NC(=O)COc1cccc3c1CCCC3O)OCO2 (stereo not given)	-1	nt	0
CN(C)S(=O)(=O)c1cccc2nsnc12	-7	-4	17
Fc1ccc(-c2n[nH]c(=S)n2-c2ccc(F)cc2)cc1	0	nt	3
Cc1c(C(=O)NCCC#N)sc(=O)n1Cc1ccc(S(=O)(=O)N(C)C)cc1	-4	nt	13
CCCONc1nc(N)nc(N(CC)CC)n1	-3	nt	0
CCCCCN(CC(=O)Nc1cc(C(C)(C)C)nn1-c1ccccc1Cl)C(=O)C(CC)c1ccccc1 (stereo not given)	-9	-5	19
C=CCN1C(=O)NC(c2cccc(Oc3ccccc3)c2)C2=C1CN(CCc1ccccn1)C2=O (stereo not given)	-5	-4	-4
CC(C)CCNC(=O)C(C)S(=O)Cc1csc(C(C)C)n1 (stereo not given)	22	nt	0
CC1CCc2c(sc(NC(=O)c3c(F)cccc3F)c2C#N)C1 (stereo not given)	1	-3	-5
Cc1ccc(NC(=O)Cc2csc(NC(=O)CN(CC(C)C)C(=O)c3ccc(Cl)cc3)n2)cc1C	-1	-3	20
CCC(C)n1c(C)c(C)n2c3c(=O)n(Cc4ccc(F)cc4)c(=O)n(C)c3nc12 (stereo not given)	0	nt	1
COc1ccc(S(=O)(=O)NCCCN2CCOCC2)cc1N1CCN(C(=O)c2ccccc2OC(F)(F)F)CC1	0	-1	16
COc1cc(/C=N\n2nnnc2N)ccc1OCC(N)=O	-5	nt	1
CCOc1ccc(/C=N\Nc2nc(Nc3ccc(F)cc3)nc(N3CCOCC3)n2)cc1OC	-8	nt	-3
CC1=CC(=C(C#N)C#N)C=C(C)N1c1cccc(F)c1	-4	nt	4
Cc1nc(C)n(CC(C)C(=O)Nc2ccc(Br)cc2)n1 (stereo not given)	-6	-8	-2
Cc1cccc2nc(CNC(=O)c3cccc(C4CCNC4)c3)cn12 (stereo not given)	-7	-17	4
N#Cc1ccc(NCCC(=O)N2CCc3sccc3C2)c(F)c1	-6	-13	1
O=c1oc2c(CN3CC4CC(C3)c3cccc(=O)n3C4)c(O)ccc2cc1-c1ccccc1 (stereo not given)	-4	-6	8
OC(Cc1ccccc1)CN(Cc1cccn1Cc1cccc(F)c1)C1CCCCC1 (stereo not given)	-1	-8	13
O=C(c1c(Cl)cc(Cl)cc1Cl)N1CCC(c2cn(Cc3cccc(F)c3)c3ccccc23)CC1	-2	-5	12
CCCn1cc(C(=O)NC(C)c2nnc3n2CCNCC3)c(C)n1 (stereo not given)	-4	-13	3
CCNC(=O)CN1CCN(C(=O)Cn2nc(C)c(CC)c2C)CC1	-7	-3	nt
COc1ccc(NC(=O)Cn2cc(OC)c(=O)cc2CSc2nccc(C)n2)cc1OC	-4	-7	-2
COc1ccccc1-c1cc(C(=O)N2CCN(C(C)=O)CC2)nc2c(-c3ccccc3)c(C)nn12	-7	-8	1
CNCCC(Oc1ccc(C(F)(F)F)cc1)c1ccccc1 (stereo not given)	-4&-5&3&-5&4	0	1&0&-1&-3&-6
O=C(c1ccc(=O)[nH]n1)N1CCN(c2cccc(C(F)(F)F)c2)CC1	-18	nt	2
CC1CC(C)CN(S(=O)(=O)NCc2cc3ccccc3[nH]2)C1 (stereo not given)	-13	nt	6
CC1(C(=O)NC2CCCC2)CCN1C(=O)C1(c2ccccc2)CCCC1 (stereo not given)	-2	-4	2
COCC(C)NCc1ccc2[nH]c(C)c(C)c2c1 (stereo not given)	-3	nt	3
O=C(Cc1ccc2c(c1)CCC2)Nc1nn2cnnc2s1	-6	-18	-3
COc1cccc(C(CN2CCN(C(=O)c3ccccc3OC)CC2)OCc2ccc(C#N)cc2)c1 (stereo not given)	-8	-7	3
Cc1ccc(-n2nnc3c(SCC(=O)NCc4ccccc4)ncnc32)cc1	-2	-6	2
Cc1c(C(=O)NC2CCCC2)sc(=O)n1Cc1ccc(C(F)(F)F)o1	-6	nt	13
Nc1cc(-c2cc(C(=O)O)ccc2Cl)c2cc[nH]c2n1	-3	nt	1

Of the compounds above, these have a furan ring, fused or not.
SMILES	hcGAS lum	mcGAS inh	NPYLR7 agonist
O=C1OC(c2cccc(Cl)c2)=NC1=Cc1ccco1	-9	nt	-1
CCc1cccc(C)c1NC(=O)Cn1nc(-c2ccco2)c2sc(N3CCCCC3)nc2c1=O	-5	-11	0
CCOc1ccc(CN(C)Cn2nc(-c3ccco3)n(C)c2=S)cc1	-5	-9	1
C=CCOCC(O)CN(Cc1ccco1)Cc1c(C)nn(-c2ccccc2)c1Oc1ccc(C)cc1 (stereo not given)	-2	0	-3
CCC(C)c1ccccc1N1CC(C(=O)NNC(=O)c2ccco2)CC1=O (stereo not given)	-5	nt	7
Cc1c(C(=O)NC2CCCC2)sc(=O)n1Cc1ccc(C(F)(F)F)o1	-6	nt	13

Compound activity as filed in PubChem BioAssay.
